GLP1R inv ag: acts as inverse agonist at human GLP-1 receptor; P43220; HEK293 GLP-1R CRE-luciferase, luminescence, 24 h; GLP-1R form is constitutively active; Potency, µM (series often up to 38.3 µM), for the others: at the top dose activity change, negative = inhibition, actives largely listed as inhibitors; 410,000 compounds, 1.6% hits; AID 624417; also: potency is read from the fitted curve at half-maximal effect; % is scaled to controls: 0 for no effect and ±100 for the full control effect; nearly all actives have a fitted effect of over 55% in size
Target sequence (P43220 whole entry, looked up): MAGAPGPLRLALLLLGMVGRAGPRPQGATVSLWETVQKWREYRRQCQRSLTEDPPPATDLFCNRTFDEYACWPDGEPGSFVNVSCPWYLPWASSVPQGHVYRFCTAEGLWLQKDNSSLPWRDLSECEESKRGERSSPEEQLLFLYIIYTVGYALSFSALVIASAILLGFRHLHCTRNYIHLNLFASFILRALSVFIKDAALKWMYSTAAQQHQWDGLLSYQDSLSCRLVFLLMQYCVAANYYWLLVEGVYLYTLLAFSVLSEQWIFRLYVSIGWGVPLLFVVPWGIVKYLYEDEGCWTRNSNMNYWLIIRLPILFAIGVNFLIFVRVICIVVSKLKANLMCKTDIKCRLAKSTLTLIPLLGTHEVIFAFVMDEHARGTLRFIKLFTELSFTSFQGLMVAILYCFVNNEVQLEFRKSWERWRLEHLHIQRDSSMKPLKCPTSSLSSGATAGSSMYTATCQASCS
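HEK293 cells stably co-expressing a cAMP-responsive luciferase reporter and constitutively active GLP-1R were seeded, incubated 12 h, then exposed to compounds for 24 h at 37 C. Luminescence was read 12 min after detection reagent; inverse agonists lower signal.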
PI5P4Ka inh: inhibitors of human PI5P4K alpha; P48426; PI5P4Kalpha enzyme, ADP-Glo luminescence, 60 min; stronger effect = lower value; max response, %; 330,000 compounds, 1.2% hits; AID 652105; active = max response of -50% or lower; inconclusive = between -30% and -50%; inactive = -30% or higher; also: value at the top dose of about 77 µM; % is scaled to controls: 0 for no effect and ±100 for the full control effect
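Luminescence from ADP-Glo served as readout of PI5P4Kalpha activity in a qHTS format. Reaction: enzyme, substrate, compound, ATP at 5 microM final, 60 min at RT.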
IL2 activator: activators of IL-2; IL-2 activation reporter assay, cell-based qHTS; stimulated with anti-CD3/CD4/CD28 beads; in transgenic mouse T cells; activation, % (series mostly up to about 46 µM); 360,000 compounds, 0.065% hits; AID 652025; in the data active = activation above about 50%; inconclusive = mostly about 30% to 49%; also: 0% is about no effect
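Readout is EGFP and DsRed signal by fluorescent plate cytometry after 18 h at 37 degrees C. Transgenic mouse T cells (750/well) received compound for 60 min before bead stimulation (anti-CD3, anti-CD4, anti-CD28); memory T cells served as non-tolerant control.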
PLK1 PBD inh: inhibitors of human PLK1 polo-box domain binding; Potency, µM, inactives show max response, negative = inhibition, usual class: inhibitors; Plk1 PBD binding of FITC phosphopeptide, fluorescence polarization; 360,000 compounds, 2.8% hits; AID 720504; P53350; also: potency is read from the fitted curve at half-maximal effect; series mostly up to about 57 µM; % is scaled to controls: 0 for no effect and ±100 for the full control effect; nearly all actives have a fitted effect of over 65% in size
PTHR1 ag: agonists of human PTHR1 parathyroid hormone receptor | HEK293 GP2 PTHR1 cells, GloSensor cAMP luminescence, 1 h | Potency, µM (highest dose often 115 µM), for the others: top-dose activation, actives largely listed as activators | AID 743266 | Q03431 | 410,000 compounds, 0.075% hits; also: potency is read from the fitted curve at half-maximal effect; nearly all actives have a fitted effect of over 55% in size; some results filed as inactive show a strong effect at the top dose; inactives centre near -15; many of its hits are not listed in these tables
Target sequence (Q03431 whole entry, looked up): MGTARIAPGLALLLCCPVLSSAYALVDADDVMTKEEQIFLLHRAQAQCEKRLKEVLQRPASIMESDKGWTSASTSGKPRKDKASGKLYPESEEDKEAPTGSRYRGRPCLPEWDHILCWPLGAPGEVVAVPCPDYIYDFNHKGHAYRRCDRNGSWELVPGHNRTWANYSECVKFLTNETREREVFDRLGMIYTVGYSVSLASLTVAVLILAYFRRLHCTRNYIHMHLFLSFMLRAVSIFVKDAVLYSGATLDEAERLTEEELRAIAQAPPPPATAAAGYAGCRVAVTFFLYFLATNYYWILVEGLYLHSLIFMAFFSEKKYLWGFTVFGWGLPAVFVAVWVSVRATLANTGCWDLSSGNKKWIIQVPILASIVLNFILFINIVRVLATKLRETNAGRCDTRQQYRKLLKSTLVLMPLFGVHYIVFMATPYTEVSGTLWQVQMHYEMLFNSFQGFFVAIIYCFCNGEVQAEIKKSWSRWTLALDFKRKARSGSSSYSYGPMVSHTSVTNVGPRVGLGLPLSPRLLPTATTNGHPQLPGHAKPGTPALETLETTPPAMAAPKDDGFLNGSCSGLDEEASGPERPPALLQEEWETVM
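HEK-293-derived GP2 cells expressing PTHR1 and a GloSensor cAMP reporter, 3,000/well, plated overnight, given luciferin plus IBMX (each 0.5 mM as added) for 1 h at 37 °C, then compound for 1 h at 37 °C. Luminescence was read after 15 min at room temperature.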
GLP1R cytotox: cytotoxicity counter-screen for GLP-1 receptor inverse agonists. 410,000 compounds, 0.13% hits. Potency, µM (top dose mostly 38.3 µM), without a hit: at the top dose activity change, negative = inhibition, usual class: inhibitors. HEK293 cAMP-luciferase reporter cells, luminescence, 24 h. AID 624418;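 also: loss of luciferase light is scored as toxicity; potency is read from the fitted curve at half-maximal effect; % is scaled to controls: 0 for no effect and ±100 for the full control effect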
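Compound-treated cells are incubated 24 hr at 37 deg C under 5% CO2 after a 12 hour attachment period, then luciferase detection reagent is added and luminescence is measured following 12 min at room temperature; lowered signal indicates toxicity.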
EPAC1 agonist: EPAC1 (human) agonism. O95398. EPAC1 agonist qHTS, biochemical assay; response scale: 100% = response to 6.5 mM cAMP. Potency, µM (doses to about 154 µM), without a hit: at the highest dose activation, most hits filed as activators. 360,000 compounds, 0.073% hits; also: potency is read from the fitted curve at half-maximal effect; nearly all actives have a fitted effect of over 60% in size
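Read-out is the fluorescence drop as BODIPY-GDP leaves Rap1B (480 nm excitation, 540 nm emission), recorded every 5 minutes over 30 minutes. Reactions held 100 nM EPAC1, 250 nM Rap1B–BODIPY-GDP and 50 uM GDP, with 6.5 mM cAMP setting full activation.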
EPAC1 antag: antagonists of human EPAC1 | EPAC1 GEF assay, Rap1b-BODIPY-GDP exchange fluorescence | Potency, µM (series often up to 115 µM), inactives show at the top dose activity change, negative = inhibition, most hits filed as inhibitors | 360,000 compounds, 0.14% hits;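 also: potency is read from the fitted curve at half-maximal effect; plate controls were vehicle for no effect and positive control for full effect; nearly all actives have a fitted effect of over 50% in size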
GLP-1R agonist: agonists of human GLP-1 receptor | P43220 | HEK293 GLP-1R CRE-luciferase, luminescence, 4-6 h; cells express a hypersensitive GLP-1R form | Potency, µM (series often up to 45.6 µM), for the others: at the highest dose activation, most hits filed as activators | 380,000 compounds, 0.007% hits | AID 624172; also: potency is read from the fitted curve at half-maximal effect; % of control where 0% means no effect
Starred values were filed as active, the others as inactive; i = inactive; ? = inconclusive; . = no result given; [ ] = remark or other dose. Unless noted, calls follow the shape of the dose curve; as a rule, active = well fitted curve in the direction sought with a large enough effect; inconclusive = small, poorly fitted or top-dose-only effect, or another doubt; inactive = no such curve, though single readings can be large; an effect the other way counts as inactive or inconclusive. Not all compounds are listed; count on the stated rates, not on these rows.

nr	canonical_smiles	EPAC1 antag	PI5P4Ka inh	GLP1R cytotox	EPAC1 agonist	PTHR1 ag	PLK1 PBD inh	GLP-1R agonist	GLP1R inv ag	IL2 activator
1	C=CCn1c(SCC(=O)NC(=O)NCC(C)C)nnc1C1CCCCC1	25%	7	-20%	-6%	-4%	-2%	0%	?	-2.4
2	O=C(C1CCCN(S(=O)(=O)Cc2ccccc2)C1)N1CCC(Cc2ccccc2)CC1 (stereo not drawn)	5%	.	-25%	14%	-1%[57.5 µM]	-12%	-6%	0%	-2.4
3	C/C(=N\NC(=O)c1ccc(-n2cnnn2)cc1)c1ccc(Cl)cc1	-5%	2	1%	3%	i	-8%	10%	1%	1.4
4	O=C(COC(=O)c1cccnc1Nc1ccccc1F)NCCN1C(=O)CSC1=O	-11%	.	2%	6%	-22%[57.5 µM]	-1%	16%	-10%	-0.9
5	CC(C)CN(C1CCS(=O)(=O)C1)S(=O)(=O)c1ccc2ccccc2c1 (stereo not drawn)	0%	1	-1%	5%	-11%	3%	-7%	-16%	-4.6
6	Cc1cccc(NC(=O)Cc2ccc(Br)cc2)n1	-27%	1	6%	-5%	i	0%	0%	?	0.2
7	COc1ccc2[nH]c(C)c(C(=O)CN3CCN(C/C=C/c4ccccc4)CC3)c2c1	-1%	-1	?	-11%	-3%	-2%	2%	-4%	-1.1
8	Cc1ccc2c(c1)C(=O)C(=O)N2CCCOc1ccccc1C	-20%	-2	-2%	6%	-93%[inhibitor]	?	15%	?	-0.6
9	C#CCO[C@@H]1C[C@H](n2cnc3c(NC(=O)c4ccccc4)ncnc32)O[C@@H]1CO	3%	3	3%	8%	-16%	-8%	9%	-10%	0.6
10	COc1ccc(S(=O)(=O)Nc2ccc3cn[nH]c3c2)cc1[N+](=O)[O-]	-20%	-20	6%	1%	-21%	-12%	-8%	12%	1.3
11	CN(CC(=O)NCc1ccccc1)Cc1cccc(F)c1	8%	-5	8%	3%	i	3%	-1%	1%	-2.3
12	O=C(CN1CCCN(Cc2ccc(F)cc2Cl)C1=O)NC1CCCCCC1	-4%	.	-2%	4%	?	6%	17%	?	1.0
13	COc1ccc(C2N=C(c3ccccc3)NO2)cc1OC (stereo not drawn)	-21%	10	5%	-1%	-3%	2%	12%	?	-0.9
14	COc1nc(OC)nc(N(C)CCO)n1	-6%	7	-4%	5%	i	-7%	18%	2%	-0.1
15	COc1cc(C(=O)N2CC(C)OC(C)C2)c([N+](=O)[O-])cc1OC (stereo not drawn)	2%	.	-2%	-5%	-4%[57.5 µM]	1%	-12%	2%	-0.6
16	Cc1noc(C)c1COC(=O)c1cc2c3ccccc3n(C)c2s1	11%	8	-3%	4%	-3%[57.5 µM]	-6%	14%	-15%	-1.8
17	CCCCn1c(CN2CCN(c3cccc(Cl)c3)CC2)nc2c1c(=O)n(C)c(=O)n2C	12%	1	-15%	-17%	-14%[57.5 µM]	-6%	-4%	-7%	-2.0
18	O=C(NCCS(=O)(=O)N1CCN(c2ccccc2F)CC1)c1cccs1	4%	-3	-3%	2%	-24%	-3%	-30%	-2%	-2.0
19	CCOC(=O)CSc1nc2ccccc2c(=O)n1CC1COc2ccccc2O1 (stereo not drawn)	-2%	5	-4%	-2%	-8%	-7%	-7%	5%	-1.4
20	CC(=O)Nc1cccc(NC(=O)Nc2cccc(F)c2)c1	-16%	0	?	-5%	i	-6%	3%	-1%	-3.9
21	COc1cc(C(=O)OCCN2CCOCC2)ccc1O	7%	-1	1%	1%	-11%[57.5 µM]	?	-6%	-1%	1.3
22	N#Cc1nc(-c2ccccc2)oc1NCc1ccco1	0%	0	-1%	-14%	i	-1%	10%	1%	-2.3
23	Cc1ccc(CN2CCN(C(=O)CCc3ccccc3)CC2)cc1	-2%	3	2%	-2%	-78%[inhibitor]	-4%	5%	?	0.4
24	CCC(=O)N1N=C(c2ccc(NS(=O)(=O)CC)cc2)CC1c1ccc(C)cc1 (stereo not drawn)	0%	1	-10%	9%	-19%	-3%	15%	-1%	1.6
25	Cc1cnc(NC(=O)CCCSc2nc3ccccc3s2)s1	11%	.	-7%	2%	-10%[57.5 µM]	-6%	0%	0%	-1.4
26	COc1ccc(CNc2nc(NCc3ccc(OC)cc3)n(S(C)(=O)=O)n2)cc1	-7%	-1	-18%	1%	-5%[57.5 µM]	-3%	22%	11%	2.3
27	CCCc1c(O)c2ccccc2[nH]c1=O	3%	-12	-3%	2%	-1%[57.5 µM]	-5%	-7%	2%	0.4
28	CCOc1ccccc1NC(=S)N(CCC(C)C)C1CCN(C(C)=O)CC1	?	0	-1%	4%	-19%	-10%	4%	4%	1.1
29	NC(=S)Nc1ncc(C(F)(F)F)cc1Cl	-2%	-1	?	0%	-7%	-14%	16%	8%	-4.3
30	COc1ccc(Cn2c(CO)cnc2SCC(=O)Nc2cccc(NC(C)=O)c2)cc1	13%	-1	-6%	-5%	-16%	-20%	12%	18%	1.9
31	O=C(N/N=C/c1ccccn1)c1ccncc1	-3%	2	12%	-6%	-3%	-15%	-6%	13%	1.5
32	CCOc1ccc2oc(C(=O)OCC(=O)N3CC(C)OC(C)C3)c(C)c2c1 (stereo not drawn)	1%	-5	4%	0%	-29%	2%	-7%	-3%	1.7
33	Cc1cc(NC(=O)CSc2nccn2-c2ccc(F)cc2)no1	3%	5	-2%	11%	-8%	-7%	15%	1%	-0.4
34	CCOc1ccc(-c2ccc(SC)nn2)cc1	-8%	-50*	-2%	-12%	-34%	-2%	-2%	2.2µM*	-0.9
35	CSc1nc2nc(C(F)(F)F)cc(-c3ccccc3)n2n1	-1%	1	8%	1%	-22%[57.5 µM]	-12%	-2%	2%	-1.4
36	Cc1ccc(-n2c(SCC(=O)N(C)C3CCS(=O)(=O)C3)nc3ccccc3c2=O)cc1 (stereo not drawn)	14%	2	-2%	1%	i	-1%	10%	-8%	1.0
37	COc1cccc(C(=O)Nc2cccc3cccnc23)c1OC	-27%	0	8%	10%	-11%	-2%	9%	14%	0.9
38	Cc1ccc(NC(=O)Nc2ccc(Cl)c(Cl)c2)nc1	-10%	1	-1%	1%	-21%	7%	4%	6%	-6.0
39	Cc1c(Cl)cccc1NC(=O)Cn1c(=O)n(Cc2ccco2)c(=O)c2sc3ccccc3c21	.	.	2%	.	-16%	.	0%	-12%	.
40	S=c1nc(C23CC4CC(CC(C4)C2)C3)[nH][nH]1	3%	-16	4%	-6%	-6%	?	0%	12%	-0.2
41	OCC1CCCN(c2nc(CN3CCCCC3)nc3scc(-c4ccccc4)c23)C1 (stereo not drawn)	-2%	-10	-7%	-5%	i	-12%	-3%	?	-0.3
42	Cc1cccc(-c2noc(CCC(=O)NCC3CCCO3)n2)c1 (stereo not drawn)	0%	.	6%	0%	-2%	-11%	-2%	9%	2.6
43	CCCCOc1ccc(C(=O)NCCCC(=O)N2CCCCC2)cc1	0%	.	-16%	6%	?	-3%	1%	-20%	-0.7
44	Clc1cccc(Cc2c(-c3cccc(Cl)c3)nc3c4ccccc4ccn23)c1	-4%	0	0%	5%	i	-8%	12%	8%	-0.9
45	COc1ccc(NC(=O)NC2(C(=O)N3CCN4CCCC4C3)CCCCC2)cc1 (stereo not drawn)	17%	-7	-9%	-2%	-21%	-4%	2%	8%	1.8
46	CN(C(=O)COC(=O)CNC(=O)c1ccc(C(C)(C)C)cc1)c1c(N)n(Cc2ccccc2)c(=O)[nH]c1=O	14%	0	1%	3%	-10%	1%	-2%	7%	-0.7
47	CC(C)(C)C(=O)c1c(N)[nH]c(C(=O)c2ccccc2)c1-c1ccccc1Br	-11%	-1	0%	-2%	i	-15%	-3%	0%	2.3
48	CCN(CC)c1nc(Nc2ccccc2)nc(Oc2ccc(=O)n(C)n2)n1	3%	.	2%	-7%	?	3%	15%	8%	-1.7
49	O=c1[nH]c2ccc(S(=O)(=O)N3CCCCC3)cc2s1	5%	3	2%	3%	i	0%	0%	16%	-0.2
50	CCc1c(N)nc(N)nc1Nc1ccccc1C	-2%	5	2%	-4%	-26%	2%	-2%	1%	-0.7
51	CC(=O)Nc1ccc(C(=O)COC(=O)c2c(C)noc2C)c(F)c1	10%	4	-1%	0%	i	-2%	-3%	17%	-3.4
52	Nc1ccc(Nc2nc(-c3cc4ccccc4oc3=O)cs2)cc1	0%	-6	-8%	10%	-27%	10%	23%	17%	4.1
53	COc1ccc(S(=O)(=O)n2nc(OC(=O)c3ccco3)cc2N)cc1	?	-2	-19%	3%	i	?	-14%	3%	-4.3
54	COc1cccc(NC(=O)Nc2ccc(C(C)(C)C)cc2)c1	-13%	17	-31%	5%	-30%[inhibitor]	3%	9%	6.3µM*	3.8
55	O=C(Nc1cccnc1)C1Cc2c(-c3ccc4c(c3)OCO4)ccnc2O1 (stereo not drawn)	?	-15	-47%	-18%	-48%[inhibitor]	-5%	0%	-29%	-0.4
56	NNC(=O)c1cc2ccccc2[nH]1	-6%	-3	?	11%	?	1%	11%	?	0.1
57	Cc1cc(C)n(CCCNC(=O)COc2ccc([N+](=O)[O-])cc2)n1	-28%	3	3%	5%	-6%	-7%	-1%	13%	0.7
58	O=C(O)c1ccccc1S(=O)(=O)Cc1ccccc1	-4%	.	9%	7%	i	-9%	-1%	0%	0.1
59	O=C(CCOc1ccccc1)N1CCCC(Nc2ccccc2)C1 (stereo not drawn)	0%	1	-19%	-4%	i	-9%	-7%	?	-1.7
60	C=CCn1c(SCC(=O)NCCc2ccccc2)nnc1C1CC1	1%	5	-6%	-3%	-24%	-6%	6%	11%	-6.0
